Source: PubChem
FBW7 act = human FBW7 E3 ligase activation, primary screen; Q969H0; AlphaScreen FBW7–phospho-cyclin E peptide binding, activator screen; normalized activity (activation), % at 26.1 µM; 650,000 tested, 0.13% active; AID 1259310; in the data active = normalized activity above about 1.9%;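 note: purified mutant Fbw7 with reduced substrate affinity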
GPR151 ag = activates the human receptor GPR151. Q8TDV0. PathHunter beta-arrestin GPR151 cells, luminescence. activation, % at 11.2 µM. 650,000 tested, 1% active. AID 1508602; in the data active = activation above about 4.9%;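 note: 0% = median of compound wells and 100% = cells with positive control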
Target sequence (Q8TDV0 whole entry, looked up): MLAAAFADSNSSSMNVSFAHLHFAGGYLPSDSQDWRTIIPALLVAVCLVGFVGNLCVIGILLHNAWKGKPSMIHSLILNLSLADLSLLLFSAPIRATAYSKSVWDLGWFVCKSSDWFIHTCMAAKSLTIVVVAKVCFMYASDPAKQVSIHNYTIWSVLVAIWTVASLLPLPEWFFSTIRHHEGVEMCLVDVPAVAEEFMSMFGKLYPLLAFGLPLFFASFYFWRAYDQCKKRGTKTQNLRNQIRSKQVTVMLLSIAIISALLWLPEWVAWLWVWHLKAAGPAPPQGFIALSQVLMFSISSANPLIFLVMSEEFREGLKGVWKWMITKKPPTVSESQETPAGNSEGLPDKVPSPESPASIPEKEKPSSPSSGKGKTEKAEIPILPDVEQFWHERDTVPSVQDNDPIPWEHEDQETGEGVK
TEAD-YAP inh = TEAD-YAP interaction inhibition; HEK-TIYL cells, TEAD-Gal4/YAP UAS-luciferase luminescence; inhibition, % at 9.12 µM; 640,000 tested, 1.4% active; in the data active = inhibition above about 32%;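 note: 0% = median of test compound wells and 100% = reference inhibitor wells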
MITF inh = blocks human microphthalmia-associated transcription factor | 650,000 tested, 0.91% active | inhibition, % at 2.6 µM | AID 1259374 | AlphaScreen MITF homodimerization, bead proximity signal; in the data active = inhibition above about 50%;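 note: 0% = vehicle wells with protein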
Target sequence (O75030 whole entry, looked up): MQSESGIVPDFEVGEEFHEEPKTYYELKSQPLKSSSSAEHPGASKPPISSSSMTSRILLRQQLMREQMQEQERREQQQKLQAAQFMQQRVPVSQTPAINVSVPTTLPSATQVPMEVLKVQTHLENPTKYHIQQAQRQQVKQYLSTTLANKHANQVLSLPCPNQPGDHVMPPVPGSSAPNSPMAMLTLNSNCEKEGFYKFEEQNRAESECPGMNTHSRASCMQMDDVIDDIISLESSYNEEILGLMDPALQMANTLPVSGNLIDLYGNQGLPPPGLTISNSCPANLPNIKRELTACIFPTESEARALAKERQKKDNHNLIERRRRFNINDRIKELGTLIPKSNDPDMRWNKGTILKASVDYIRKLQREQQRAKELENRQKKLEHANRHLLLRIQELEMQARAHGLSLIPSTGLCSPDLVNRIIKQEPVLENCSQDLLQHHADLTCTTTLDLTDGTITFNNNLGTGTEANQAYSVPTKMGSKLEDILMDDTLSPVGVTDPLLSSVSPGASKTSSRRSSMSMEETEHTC
* hit, by the source's call.

SMILES | FBW7 act | GPR151 ag | TEAD-YAP inh | MITF inh
Cn1c(COc2ccccc2)nnc1SCC(=O)Nc1cccc2ccccc12 | 0.9 | -1.3 | 10 | 15
CCOC(=O)C(C)Sc1nnc(-c2ccc([N+](=O)[O-])cc2)n1CC1CCCO1 (stereo not given) | 0.1 | 1.5 | -2 | 6
CCCCOc1ccc(-c2[nH]nc3c2C(c2cn[nH]c2-c2ccc(F)cc2)C(C#N)=C(N)O3)cc1 (stereo not given) | 0.0 | 0.1 | -3 | 10
C=CCN(CC=C)C(=S)Nc1ccc(S(=O)(=O)N2CCOCC2)cc1 | -0.1 | 3.1 | -6 | -6
CCCCOC(=O)C(CC)Sc1n[nH]c(=O)[nH]c1=O (stereo not given) | 0.0 | 0.1 | -2 | -6
Cc1ccc(-c2nc3ccccc3s2)cc1NC(=O)c1ccc(OCc2ccccc2)cc1 | 0.1 | -0.8 | -2 | 7
Nc1cccc(-c2nc(NC3CC3)c3ncn(CCN4CCCC4=O)c3n2)c1 | 0.5 | -0.2 | -6 | 8
CC(C)CC(=O)N1CCN(S(=O)(=O)c2cccc([N+](=O)[O-])c2)CC1 | 0.1 | 2.1 | -4 | -3
COCCN(CCOC)C(=O)CCn1c(=O)oc2ccccc21 | 0.1 | -0.1 | 6 | 5
Cc1ccc(C2C(C(=O)c3cccs3)=C(O)C(=O)N2c2nnc(C)s2)cc1 (stereo not given) | 0.1 | 0.3 | -11 | 4
CCCCOc1ccc(-c2nn(-c3ccccc3)cc2/C=c2\sc3nc(=O)c(Cc4ccccc4)nn3c2=O)cc1C | 0.1 | -0.9 | 4 | 76*
COc1cc(/C=C2/SC(N3CCCCCC3)=NC2=O)ccc1O | 0.1 | -1.9 | 0 | 2
O=C(NC1CCN(Cc2ccccc2)CC1)c1ccnc(Nc2ccncc2)c1 | 0.0 | 1.2 | 6 | -9
CCOC(=O)N/N=C/c1ccc(OCc2ccccc2)c(OC)c1 | 0.0 | 0.6 | -12 | 10
O=C1c2oc3ccc(Br)cc3c(=O)c2C(c2ccncc2)N1Cc1ccccc1 (stereo not given) | 0.3 | 0.2 | -2 | -18
COC(=O)C1CCN(c2cnccn2)CC1 | -0.1 | -1.0 | -6 | -3
O=S(=O)(c1ccc(-n2cccn2)cc1)N1CCCC2CCCCC21 (stereo not given) | 0.0 | -3.0 | -2 | -16
CC(=O)NCc1ccc(S(=O)(=O)Nc2ccc(C(N)=O)cc2)cc1 | -0.1 | -1.4 | 7 | 3
Cc1ccc(S(=O)(=O)NC(CC(=O)NC2CCCC(C)C2C)c2ccco2)cc1 (stereo not given) | 0.0 | 0.4 | -1 | -4
CCOC(=O)c1sc2nc(CC(=O)OC)nc(N(C)CCc3ccccn3)c2c1C | -0.1 | 0.3 | -1 | 18
C/C(=N\NC(=O)c1n[nH]c2c1CCC2)c1ccco1 | 0.1 | -0.2 | 52* | 4
O=C(Nc1ccc(Cl)cc1)Nc1ccccc1Cl | 0.0 | 2.7 | -45 | -7
COc1cc(-c2cc(NC(=O)Cc3noc4ccc(C)cc34)on2)cc(OC)c1OC | 0.0 | -0.2 | 7 | 2
O=[N+]([O-])c1ccc(Cl)cc1NCCNS(=O)(=O)c1ccc2ccccc2c1 | -0.2 | 0.7 | 8 | 7
CC(=O)Nc1ccc(NC(=O)C2CC(=O)N(C(C)C)C2)cc1 (stereo not given) | 0.4 | 0.3 | 2 | -3
O=C(Nc1ccc(F)c(F)c1)C1CC12CCN(Cc1ccccc1O)CC2 (stereo not given) | -0.1 | -1.5 | -18 | -10
COC(=O)C1=C(C(=O)OC)SC(=C2C(=S)C(C)(C)N(C(=O)c3cccc(Br)c3)c3ccccc32)S1 | -0.2 | -1.9 | -7 | -2
CCOC(=O)c1c(NC(=O)CSc2nnc(CNC(=O)Cc3ccccc3)n2-c2ccc(F)cc2)sc2c1CCCCC2 | 0.1 | 1.3 | 2 | 0
COc1cccc(C(=O)NCCc2cc3cc(C)c(C)cc3[nH]c2=O)c1 | 0.5 | -0.8 | 10 | 14
CCOC(=O)CSc1nc2ncccc2[nH]1 | -0.1 | -0.5 | -7 | 4
CC(C)(C)NC(=O)CSc1nnn(-c2ccccc2)n1 | 0.0 | -1.3 | -14 | -4
OCCNc1cc(Nc2ccncn2)ncn1 | 0.1 | -0.5 | -6 | -2
CCCOC(=O)C1=C(C)NC2=C(C(=O)CC(c3ccc(Cl)cc3)C2)C1c1cccc(O)c1 (stereo not given) | 0.0 | 0.7 | -1 | -14
COc1ccc2nc(/N=C/c3cc(Br)ccc3O)sc2c1 | 0.3 | 0.1 | 3 | 9
Nc1ncc(Br)cc1S(=O)(=O)NCCC(=O)N1CCCC1 | 0.1 | 0.0 | 1 | 5
C=CCc1cc(/C=c2/sc3n(c2=O)C(c2cccc(OC)c2)C(C(=O)OCC)=C(C)N=3)cc(OC)c1O (stereo not given) | -0.2 | 0.3 | -4 | 1

Compound profiles (already shown). Values in the order: FBW7 act, GPR151 ag, TEAD-YAP inh, MITF inh
CC(C)(C)NC(=O)CSc1nnn(-c2ccccc2)n1 is listed with 0.0, -1.3, -14, -4
CCOC(=O)CSc1nc2ncccc2[nH]1 is listed with -0.1, -0.5, -7, 4

More results.
SMILES | FBW7 act | GPR151 ag | TEAD-YAP inh | MITF inh
CC(C)C(C(=O)Nc1nccs1)c1ccc(Cl)cc1 (stereo not given) | -0.4 | 0.3 | 6 | -8
CCn1ccnc1CN(C)Cc1c(C(=O)N2CCCCCCC2)nc2sccn12 | -0.2 | -0.5 | 6 | 3
Cn1c(/C(C#N)=C/c2ccc(I)o2)nc2ccccc21 | -0.1 | 2.0 | -47 | -6
CC(C)(C)NC(=O)NCC(c1ccsc1)N1CCCCCC1 (stereo not given) | 0.0 | 0.2 | 8 | 3
CCOC(=O)C1CCN(C(=S)NCCc2ccccc2)CC1 | -0.1 | -0.2 | -13 | 11
O=C(O)c1ccc(Cl)c(S(=O)(=O)NC(Cc2c[nH]c3ccccc23)C(=O)O)c1 (stereo not given) | 0.2 | -0.1 | 6 | -1
CN1CCN(NC(=O)Nc2ccccc2C(F)(F)F)CC1 | 0.6 | -1.0 | 8 | 8
COc1ccc(CNC(=O)CSCc2ccc(F)cc2)cc1 | -0.3 | 2.7 | -6 | 0
O=C(Cn1c2ccccc2c(=O)c2cc([N+](=O)[O-])ccc21)Nc1ccc(F)cc1 | 0.0 | 0.1 | 4 | 6
CCCNc1nc(NCc2ccc3c(c2)OCO3)nc2c1ncn2C(C)C | -0.2 | 1.8 | -20 | 19
O=C(Nc1ccccc1)c1cnc(Nc2ccc3ncccc3c2)s1 | 0.1 | 3.4 | -8 | 5
CC(=O)OCc1cc(C(=O)/C=C/c2ccc(Cl)cc2)ccc1OC(C)=O | -0.1 | -0.5 | 3 | 14

As a short view, seven of the compounds above:
SMILES | FBW7 act | GPR151 ag | TEAD-YAP inh | MITF inh
O=C(O)c1ccc(Cl)c(S(=O)(=O)NC(Cc2c[nH]c3ccccc23)C(=O)O)c1 (stereo not given) | 0.2 | -0.1 | 6 | -1
CN1CCN(NC(=O)Nc2ccccc2C(F)(F)F)CC1 | 0.6 | -1.0 | 8 | 8
COc1ccc(CNC(=O)CSCc2ccc(F)cc2)cc1 | -0.3 | 2.7 | -6 | 0
O=C(Cn1c2ccccc2c(=O)c2cc([N+](=O)[O-])ccc21)Nc1ccc(F)cc1 | 0.0 | 0.1 | 4 | 6
CCCNc1nc(NCc2ccc3c(c2)OCO3)nc2c1ncn2C(C)C | -0.2 | 1.8 | -20 | 19
O=C(Nc1ccccc1)c1cnc(Nc2ccc3ncccc3c2)s1 | 0.1 | 3.4 | -8 | 5
CC(=O)OCc1cc(C(=O)/C=C/c2ccc(Cl)cc2)ccc1OC(C)=O | -0.1 | -0.5 | 3 | 14

The results go on:
SMILES | FBW7 act | GPR151 ag | TEAD-YAP inh | MITF inh
O=C(NNS(=O)(=O)c1ccccc1[N+](=O)[O-])c1ccc(F)cc1 | -0.1 | -0.8 | 4 | -8
CCCc1cc(=O)[nH]c2nnc(SCC(=O)NCc3ccc4c(c3)OCO4)n12 | 0.0 | -0.9 | -3 | 14
Cc1cccc(OCC(=O)Nc2sc3c(c2C#N)CCCC3)c1 | 0.2 | -1.1 | -12 | 6
CCOC(=O)N1CCC(NC(=O)Cn2c3ccccc3c(=O)c3ccccc32)CC1 | 0.0 | -0.9 | 0 | 8
COc1ccc(-c2noc(Nc3ccc(Br)cc3C)n2)cc1 | -0.2 | 0.2 | -6 | 1
Cc1cc(=O)oc2ccc(OC(=O)c3cccc([N+](=O)[O-])c3)cc12 | 0.6 | -0.5 | 9 | 3
CSCCC(NC(=O)C(Cc1ccccc1)NC(C)=O)C(=O)O (stereo not given) | 0.1 | -0.6 | -4 | 0
CCC1=NN2C(=N)/C(=C/c3ccc(Sc4ccc(Cl)cc4)o3)C(=O)N=C2S1 | 0.0 | 1.1 | 1 | -3
CN(CCc1ccccn1)C(=O)c1ccc2c(=O)n(CC3CCCO3)c(=S)[nH]c2c1 (stereo not given) | 0.1 | 0.9 | 10 | 6
O=C(CNc1ccc(I)cc1)N/N=C/C=C/c1ccccc1 | 0.0 | -1.4 | 4 | -16
Cc1cc2cc(CNC(=O)CC(C)C)ccc2[nH]1 | 0.2 | 0.9 | 0 | 17
COc1ccc(CN2CCN(Cc3cn(C)nc3C)CC2CCO)cc1C (stereo not given) | 0.3 | -0.7 | -3 | 7
NC(=O)c1ccc(Oc2ccc(C(N)=O)cc2)cc1 | 0.0 | 0.2 | 4 | 1
CCOC(=O)c1ccc(N2C(=O)c3n[nH]c(C)c3C2c2ccccc2OC)cc1 (stereo not given) | 0.1 | 0.0 | 7 | 11
CC(C)CC(=O)N1CCN(c2ccc([N+](=O)[O-])c(N3CCCCC3)c2)CC1 | -0.4 | 0.2 | -2 | 3
O=C(Sc1cccc2cccnc12)N1CCOCC1 | -0.1 | -0.6 | 3 | 13
CC(=O)Oc1ccc(C(=O)Nc2cccc(-c3nc4ccc(NC(=O)c5ccc(OC(C)=O)cc5)cc4o3)c2)cc1 | 0.1 | -2.0 | 7 | 12
CC(C)COc1ccccc1OCC(=O)O | -0.1 | -1.3 | -5 | 5
O=C(c1ccc[n+]([O-])c1)N1CCc2c([nH]c3ccccc23)C1c1c(F)cccc1Cl (stereo not given) | 0.2 | 1.7 | -2 | 6
O=C(CCC(=O)Nc1ccc(F)cc1)N/N=C/c1cccnc1 | 0.1 | -0.3 | -8 | -2
CC(C)CCNC(=O)NC(=O)CSc1ncccn1 | 0.0 | 1.4 | -7 | -6
O=S(=O)(Nc1ccc(-c2ccc(N3CCCC3)nn2)cc1)c1ccc2c(c1)CCCC2 | 0.1 | -0.3 | -11 | 11
O=C1C2C(C(=O)C3C1C1C=CC3C13CC3)C1C=CC2C12CC2 (stereo not given) | 0.1 | 0.6 | -2 | 9
Cc1ccc(S(=O)(=O)N2CCC(C(=O)NNC(=O)COc3ccccc3)CC2)cc1 | -0.1 | 0.8 | 4 | 2

Taken from above.
Reading for CCCCOC(=O)C(CC)Sc1n[nH]c(=O)[nH]c1=O (stereo not given) in FBW7 act: 0.0
Reading for CN(CCc1ccccn1)C(=O)c1ccc2c(=O)n(CC3CCCO3)c(=S)[nH]c2c1 (stereo not given) in MITF inh: 6
Reading for O=C(NC1CCN(Cc2ccccc2)CC1)c1ccnc(Nc2ccncc2)c1 in FBW7 act: 0.0
Reading for O=C(Cn1c2ccccc2c(=O)c2cc([N+](=O)[O-])ccc21)Nc1ccc(F)cc1 in TEAD-YAP inh: 4
